ZTA counter = counter-screen for EBNA-1 inhibitors: inhibitors of Epstein-Barr virus ZTA | P03206 | ZTA-DNA binding, fluorescence polarization | inhibition, % at 11 µM | 320,000 compounds, 0.15% hits; in the data active means inhibition above about 33%
Target sequence (P03206 whole entry, looked up): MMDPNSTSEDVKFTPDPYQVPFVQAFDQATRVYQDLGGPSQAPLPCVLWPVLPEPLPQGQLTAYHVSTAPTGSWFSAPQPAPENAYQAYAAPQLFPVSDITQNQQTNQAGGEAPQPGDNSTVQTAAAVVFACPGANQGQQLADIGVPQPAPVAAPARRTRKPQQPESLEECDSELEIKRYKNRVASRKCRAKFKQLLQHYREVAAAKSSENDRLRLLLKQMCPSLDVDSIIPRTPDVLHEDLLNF
pPAFAH FP inh = inhibitors of human plasma PAF acetylhydrolase (pPAFAH). recombinant pPAFAH, FP-rhodamine probe fluorescence polarization. inhibition, % at 3.39 µM. 330,000 compounds, 1.5% hits. AID 463082;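 active means inhibition above the mean inhibition across the screen plus 3 SD, cut at about 25% in these data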;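 further: inhibitors block binding of the rhodamine activity-based probe so polarization drops; 0% = enzyme with DMSO and 100% = wells lacking pPAFAH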
PAFAH2 FP inh = inhibitors of human PAFAH2; recombinant PAFAH2, FP-rhodamine activity probe, fluorescence polarization; inhibition, % at 3.39 µM; 340,000 compounds, 0.99% hits; AID 492956;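 active means inhibition above the mean over all tested compounds plus 3 SD, cut at about 30% in these data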;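 further: inhibitors block probe labeling of enzyme so polarization drops; 0% = enzyme with DMSO and 100% = wells lacking PAFAH2 protein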
LYPLA1 inh = counter-screen for PME1 inhibitors: inhibitors of human LYPLA1; inhibition, % at 5.9 µM; AID 2174; 320,000 compounds, 0.16% hits; O75608; recombinant LYPLA1, FP-Rh probe fluorescence polarization;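 active means inhibition above the mean of all tested compounds plus 3 SD, set per campaign, cut at about 14% in these data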;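 further: inhibitors block serine hydrolase probe labeling of LYPLA1 so polarization falls; 0% = enzyme with DMSO and 100% = wells lacking LYPLA1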
Target sequence (O75608 whole entry, looked up): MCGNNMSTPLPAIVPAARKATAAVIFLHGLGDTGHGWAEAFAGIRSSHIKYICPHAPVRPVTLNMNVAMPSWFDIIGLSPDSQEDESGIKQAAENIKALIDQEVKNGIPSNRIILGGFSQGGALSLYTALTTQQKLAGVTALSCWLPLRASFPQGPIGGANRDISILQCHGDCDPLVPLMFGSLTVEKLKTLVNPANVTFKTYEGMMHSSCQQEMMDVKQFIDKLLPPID
PAFAH1B2 inh = blocks human PAF acetylhydrolase 1b catalytic subunit 2 | recombinant PAFAH1B2, FP-rhodamine activity probe, fluorescence polarization | inhibition, % at 3.39 µM | 340,000 compounds, 1.2% hits;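 active means inhibition above the mean of all tested compounds plus 3 SD, cut at about 24% in these data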;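 further: 0% = enzyme with DMSO and 100% = wells lacking PAFAH1B2; many of its hits are not listed in these tables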
LYPLA2 counter = blocks human lysophospholipase 2, a PME1 counter-screen. inhibition, % at 5.9 µM. O95372. AID 2177. 320,000 compounds, 0.38% hits. recombinant LYPLA2, FP-Rh probe fluorescence polarization;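 active means inhibition above the screen-wide mean plus 3 SD, limit set per campaign, cut at about 26% in these data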;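 further: 0% = LYPLA2 with DMSO and 100% = wells lacking LYPLA2 enzyme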
Target sequence (O95372 whole entry, looked up): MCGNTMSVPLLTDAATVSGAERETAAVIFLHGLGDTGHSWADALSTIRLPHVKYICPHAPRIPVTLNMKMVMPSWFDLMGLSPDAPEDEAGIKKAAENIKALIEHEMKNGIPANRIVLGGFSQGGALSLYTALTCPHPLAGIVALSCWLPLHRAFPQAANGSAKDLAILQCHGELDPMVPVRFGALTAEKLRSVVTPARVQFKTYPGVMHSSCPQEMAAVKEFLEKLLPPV
PAFAH1B3 FP inh = PAFAH1B3 (human) inhibition | recombinant PAFAH1B3, FP-rhodamine probe, fluorescence polarization | inhibition, % at 3.39 µM | 340,000 compounds, 0.28% hits | AID 492972 | Q15102;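 active means inhibition above the screen-wide average of all tested compounds plus 3 SD, cut at about 25% in these data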;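 further: 0% = enzyme with DMSO only and 100% = wells lacking PAFAH1B3 protein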
Target sequence (Q15102 whole entry, looked up): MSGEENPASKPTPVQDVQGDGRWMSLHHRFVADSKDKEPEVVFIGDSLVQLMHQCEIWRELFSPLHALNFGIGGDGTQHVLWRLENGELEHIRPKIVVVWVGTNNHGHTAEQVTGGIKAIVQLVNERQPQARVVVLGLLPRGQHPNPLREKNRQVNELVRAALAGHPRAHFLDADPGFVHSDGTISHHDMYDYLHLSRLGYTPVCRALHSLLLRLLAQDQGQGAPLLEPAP
EBNA-1 inh = blocks EBNA-1 binding to DNA | EBNA-1 DNA binding, fluorescence polarization | 300,000 compounds, 0.34% hits | inhibition, % at 14.8 µM; in the data active means inhibition above about 28%
PREPL inh = inhibits the human prolyl oligopeptidase-like enzyme. Q4J6C6. recombinant PREPL, fluorescence polarization activity-based probe. inhibition, % at 5.96 µM. 320,000 compounds, 0.68% hits. AID 2751; in the data active means inhibition above about 43%;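 further: 0% = enzyme with DMSO and 100% = wells lacking enzyme; many of its hits are not listed in these tables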
The depositor's hits bear a star; . = no result given. These rows are one share of the data. The share of hits here may be higher or lower than overall.

SMILES	ZTA counter	pPAFAH FP inh	PAFAH2 FP inh	LYPLA1 inh	PAFAH1B2 inh	LYPLA2 counter	PAFAH1B3 FP inh	EBNA-1 inh	PREPL inh
O=S(=O)(c1ccc(SCCOc2ccccc2Cl)nc1)N1CCCC1	10.3	0.4	1.2	-0.9	15.4	3.0	7.8	.	11.4
CCOC(=O)CSc1nc2sc(C)c(C)c2c(=O)n1N	2.8	-0.2	-4.0	0.2	2.3	-1.8	-3.8	-1.4	-3.9
CC(C)N(CCNC(=O)c1nn(Cc2ccccc2)c(=O)c2ccccc12)C(C)C	-19.4	5.8	0.0	-0.5	-0.2	1.7	9.9	1.5	-21.2
Cc1noc(C)c1S(=O)(=O)NCc1cccc(Cl)c1	-1.3	5.3	-4.0	0.4	-5.3	2.1	-2.4	.	2.0
COc1cc(C)ccc1OCCOCCOc1cc(C)c(C)cc1Br	14.2	7.5	5.1	-3.7	0.9	-5.7	7.5	4.1	0.8
COC(=O)c1ccc(CSc2nc3ccc(Cl)cc3[nH]2)o1	22.9	13.6	9.0	-1.9	13.2	4.0	2.7	2.9	2.6
Cn1cc(SCC(=O)Nc2nc3ccccc3s2)c2ccccc21	-4.1	4.2	-1.6	-4.9	2.8	-5.5	-2.1	3.3	-24.0
COc1ccc(COC(=O)CNC(=O)C2CCCCC2)cc1F	.	1.2	5.3	.	2.5	.	4.2	.	-5.5
COc1ccc(OCCC(=O)OCC(=O)NCc2ccccc2)cc1	4.1	21.0	-1.4	-2.8	0.3	9.3	4.0	5.0	-1.7
CCCc1nnc(NC(=O)CCC(=O)NCc2ccccc2Cl)s1	19.2	0.9	7.2	0.6	3.4	-5.7	9.1	0.6	-0.3
COc1cc(NS(=O)(=O)c2ccc(Br)cc2)c(OC)cc1NC(=O)c1ccco1	-4.7	14.8	8.4	-1.4	8.7	0.7	5.2	-2.5	-8.0
CN(C(=O)c1ccc(C#N)cc1)c1nnc(-c2cnccn2)s1	2.6	3.0	-2.2	3.3	6.6	-3.1	3.9	0.3	5.3
Cc1ccc(CN2CCN(/N=C/c3cc(Br)cc(Br)c3O)CC2)cc1	5.4	4.5	-4.1	4.4	-3.6	5.7	-2.2	16.4	24.2
CSc1nnc(C)c(=O)n1COC(=O)COc1ccccc1F	-17.7	6.1	-5.0	-4.2	0.4	1.3	-1.5	-2.0	8.4
CCOc1ccccc1NC(=O)NCCN1CCCCC1	-6.4	2.6	-0.1	-9.3	-1.5	-3.3	4.3	-0.7	1.2
CN(C)C(=O)CN1CCN(c2nc3nonc3nc2N2CCCCC2)CC1	-9.2	2.6	15.5	0.9	-2.5	6.7	4.7	6.5	-3.7
O=S(=O)(c1ccc(F)c(F)c1F)N1CCN(C(=S)NCc2ccccc2)CC1	7.7	3.3	0.5	-4.0	-1.8	-6.0	-1.2	5.7	-7.5
Cc1cc2oc(=O)cc(-c3ccccc3)c2c(C)c1-c1ccc(C#N)cc1	.	7.6	1.5	.	3.1	.	6.1	.	.
COc1ccc(-c2cc(C(=O)N3CCN(c4ccccc4)CC3)c3ccccc3n2)cc1OC	5.5	4.5	-4.8	-4.5	4.5	-1.1	-8.8	-20.5	-45.5
O=S1(=O)N=C2CCCN2C(c2ccc(F)cc2)N1 (centres undefined)	6.0	-3.9	-7.9	-4.0	1.4	-4.8	4.3	-11.7	5.6
CCC(C)NC(=O)C1c2cc(OC)c(OC)cc2C(=O)N(C)C1c1ccc(OC)cc1 (centres undefined)	-17.6	-3.4	14.2	0.3	6.1	8.7	4.3	8.5	6.0
c1ccc2c(c1)nc(N1CCOCC1)c1nncn12	-0.7	3.4	-0.6	6.5	1.4	7.6	2.4	-1.9	-6.6
CCOC(=O)C1=C(C)NC(=S)NC1c1cccs1 (centres undefined)	4.3	-1.1	-6.5	-3.6	-6.3	-1.2	5.0	4.0	-1.5
Cc1ccc(CSCC(=O)Nc2cc(S(=O)(=O)N3CCOCC3)ccc2OC(C)C)cc1	-4.8	6.8	2.8	2.3	1.7	3.3	11.5	-4.0	18.7
COC(=O)CN(c1ccccc1[N+](=O)[O-])S(=O)(=O)c1ccccc1	-4.5	3.1	6.5	2.2	0.6	5.0	8.5	-0.7	9.4

A draw from above in order of count of non-hydrogen atoms, high to low.
SMILES	ZTA counter	pPAFAH FP inh	PAFAH2 FP inh	LYPLA1 inh	PAFAH1B2 inh	LYPLA2 counter	PAFAH1B3 FP inh	EBNA-1 inh	PREPL inh
Cc1cc2oc(=O)cc(-c3ccccc3)c2c(C)c1-c1ccc(C#N)cc1	.	7.6	1.5	.	3.1	.	6.1	.	.
COc1cc(C)ccc1OCCOCCOc1cc(C)c(C)cc1Br	14.2	7.5	5.1	-3.7	0.9	-5.7	7.5	4.1	0.8
CSc1nnc(C)c(=O)n1COC(=O)COc1ccccc1F	-17.7	6.1	-5.0	-4.2	0.4	1.3	-1.5	-2.0	8.4

Look-ups from above:
`Cc1ccc(CN2CCN(/N=C/c3cc(Br)cc(Br)c3O)CC2)cc1` | EBNA-1 inh: 16.4
`CCOC(=O)C1=C(C)NC(=S)NC1c1cccs1` (centres undefined) | LYPLA2 counter: -1.2
`Cc1ccc(CSCC(=O)Nc2cc(S(=O)(=O)N3CCOCC3)ccc2OC(C)C)cc1` | EBNA-1 inh: -4.0
`O=S(=O)(c1ccc(F)c(F)c1F)N1CCN(C(=S)NCc2ccccc2)CC1` | LYPLA2 counter: -6.0

Remaining list, next part.
SMILES	ZTA counter	pPAFAH FP inh	PAFAH2 FP inh	LYPLA1 inh	PAFAH1B2 inh	LYPLA2 counter	PAFAH1B3 FP inh	EBNA-1 inh	PREPL inh
COc1ccc(CCNC(=O)C(=O)NCC2OCCN2S(=O)(=O)c2cccs2)cc1 (centres undefined)	0.6	4.4	6.0	-3.4	7.5	3.3	5.6	1.6	3.5
CCOC(=O)/C=C1\CC(=O)Nc2cc(C)c(C)cc2N1	-9.7	-5.5	2.0	2.3	0.7	4.2	1.4	19.7	7.6
CCn1c(SCC(=O)Nc2nncs2)nnc1-c1ccco1	-15.3	4.4	-7.7	0.5	-2.2	2.9	2.9	-11.1	2.8
CCC1CCCCN1C(=O)c1ccc(OC)c(OC2CCN(C(C)C)CC2)c1 (centres undefined)	-8.5	1.4	-4.4	-0.9	-3.8	2.1	3.2	0.0	12.4
Clc1ccc(-c2noc(CCCc3ccccc3)n2)cc1	-3.2	-0.7	4.9	-1.5	-0.2	-1.1	1.1	-8.5	-0.7
CCn1c(SCC(=O)c2ccccc2)nc2sc3c(c2c1=O)CCN(C)C3	14.1	4.9	-0.4	3.3	1.2	9.1	4.9	4.1	28.7
CCN(CC)CCN(C(=O)c1ccc(Br)s1)c1nc2cc3c(cc2s1)OCCO3	1.2	1.5	-7.1	-0.9	7.1	3.7	-1.6	7.5	8.1
O=C(NCc1ccncc1)c1nnc(Cc2c(F)cccc2Cl)o1	-3.4	5.1	-2.8	2.4	0.5	8.6	-2.3	7.6	7.1
COc1ccccc1C(=O)NC(CCSC)C(=O)OCC(=O)N1CCCC1=O (centres undefined)	-14.4	7.5	-2.6	1.0	8.5	6.2	-0.9	.	10.2
COc1ccc(CCNC(=O)CN(c2ccccc2OC)S(C)(=O)=O)cc1	4.7	1.5	2.4	-3.4	-2.9	1.0	6.4	8.9	4.5
Oc1ccc(Cl)cc1Cc1cc(Cl)ccc1O	-15.5	15.9	5.5	-6.4	-1.7	-4.3	0.3	-8.1	-7.2
Oc1c(CN2CCCCC2)cc(COCc2ccccc2)c2cccnc12	3.6	6.5	7.2	-4.8	-1.8	-3.6	5.5	-0.4	55.6*
Cc1ccccc1NC(=O)c1c([N+](=O)[O-])cnn1C	-7.2	6.9	-3.6	1.3	4.3	-0.1	7.2	10.7	10.7
COc1ccc(CCC(=O)Nc2cccc(S(=O)(=O)N3CCCC3)c2)cc1OC	-3.4	4.5	1.8	-4.6	-1.5	2.0	1.9	.	5.7
CC(=O)c1ccc(N2CCN(C(=O)Cn3c(=S)[nH]c4ncccc4c3=O)CC2)cc1	-5.4	7.1	.	4.6	.	10.1	.	7.0	4.2
N#CC(C#N)=C1C=CC=CN1/C(=C\c1ccco1)C(=O)c1ccccc1	9.5	3.4	6.6	5.5	8.2	-1.9	8.9	4.7	-6.9
COc1ccc(Cl)cc1NC(=O)C/C(C)=N/NC(=O)Cc1ccccc1	-0.7	-5.8	7.7	-0.9	-1.2	-0.2	8.1	-13.3	-20.8
NC(=O)CC(NC(=O)Cc1cccc2ccccc12)c1ccc(N2CCC(N3CCCC3)CC2)c([N+](=O)[O-])c1 (centres undefined)	-18.1	-1.4	7.2	4.9	5.2	8.2	0.8	-4.9	7.3
COc1ccc2nc(NC(=O)CSc3nccc(C)n3)sc2c1	-6.4	0.5	1.5	-3.0	2.2	2.0	1.6	1.3	1.0
O=C(Nc1nccs1)c1ccc(CSc2nnnn2-c2ccccc2)cc1	-17.2	-0.9	6.0	-4.7	-0.5	-3.8	8.7	-5.7	-17.0
O=C(Nc1nnc(SCCC2OCCO2)s1)C1CC(=O)N(c2ccccc2)C1 (centres undefined)	-17.3	2.3	-0.7	2.7	-2.1	7.7	-5.7	1.5	13.6
C=CCNC(=O)c1ccc(N(Cc2ccccc2)S(C)(=O)=O)cc1	9.4	-3.1	1.6	1.4	6.4	-1.9	4.2	8.9	8.3
CC(C)C(c1nnnn1CCc1ccccc1)N1CCSCC1 (centres undefined)	4.2	3.8	13.3	-1.4	10.8	6.8	4.0	9.5	5.9
CCOCCCNC(=O)C(c1ccc(Cl)cc1)N(Cc1cccs1)C(=O)CNC(C)=O (centres undefined)	6.8	-0.5	0.0	1.2	8.4	-0.8	3.0	-0.8	13.2
CCN1C(=O)C(=O)N(CC(=O)N(C)CC(=O)Nc2ccccc2C(F)(F)F)C1=O	.	0.9	1.3	.	3.4	.	7.0	.	23.5

Later entries:
SMILES	ZTA counter	pPAFAH FP inh	PAFAH2 FP inh	LYPLA1 inh	PAFAH1B2 inh	LYPLA2 counter	PAFAH1B3 FP inh	EBNA-1 inh	PREPL inh
CCOc1ccc(Cl)cc1CNCCCSc1ncccn1	5.3	-1.9	3.5	0.3	0.2	3.1	10.4	1.5	-12.2
O=C(COC(=O)/C=C/c1ccco1)Nc1ncc(Cl)cc1Cl	0.3	10.9	47.1*	-0.5	2.4	2.4	6.0	9.2	5.5
O=C(O)CSc1nnc2n(-c3ccccc3)c(=O)c3ccccc3n12	-5.7	1.2	0.4	2.9	1.6	0.4	-1.4	-7.6	-4.3
COCCNC(=O)Cn1nc(Cc2ccncc2)c2ccccc2c1=O	3.0	0.5	5.0	-0.7	4.6	-0.8	6.1	5.0	-5.4
O=C(CNC(=S)N(Cc1ccccc1)Cc1ccccc1F)NCCc1ccccc1	-7.2	4.5	-0.7	-1.8	1.9	-5.5	-0.8	-5.5	-4.3
CCOc1ccc(Cn2nnc(-c3ccc(S(C)(=O)=O)cc3)n2)cc1OCC	-10.4	-1.2	-4.8	-0.2	-4.2	5.0	1.0	.	2.9
COc1cccc(C2C(C(=O)Nc3ccc(C)cc3C)=C(C)Nc3ncnn32)c1OC (centres undefined)	-13.5	5.9	4.8	-0.8	1.4	3.5	2.9	-2.4	8.3
COc1ccc(/C=N/NC(=O)CC(=O)NCc2cccnc2)cc1[N+](=O)[O-]	-10.2	-2.0	-2.1	1.1	-2.8	-0.7	10.2	3.5	20.2
COC(=O)c1c(NC(=O)COC(=O)CC(NC(C)=O)c2ccccc2)sc(C)c1C (centres undefined)	0.7	2.8	-2.1	1.5	3.8	3.0	1.3	2.5	11.5
CCn1ncc(N2CCOCC2)c(Cl)c1=O	8.2	5.5	-3.8	0.9	-2.4	4.1	-1.3	5.8	3.9
CC(C)CC(NC(N)=O)C(=O)OCC(=O)Nc1ccc(OC(F)F)cc1 (centres undefined)	15.4	5.1	0.3	0.8	-2.8	4.8	5.0	-0.5	1.5
CCc1nnc(NC(=O)C2=CCN(S(=O)(=O)c3ccc(F)cc3)CC2)s1	5.6	4.4	-1.6	0.5	17.9	-3.3	4.4	3.4	-0.3
